Source: PubChem
esBAF inh = blocks esBAF chromatin remodeling in mouse ES cells; Bmi1-luciferase knock-in reporter, 24 h; 100% = twice the neutral-well signal; reporter increase, % at 12.5 µM; 2% of 350,000 active; in the data active = activation above about 40%; inconclusive = no clear call, values can overlap the other calls;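 note: 0% = median of the plate's neutral control wells and 100% = double that signal; a rise in the Bmi1 reporter signal indicates esBAF inhibition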
ARNT-TACC3 inh = disruptors of human ARNT/TACC3 interaction. Q9Y6A5. AlphaScreen His-ARNT PAS-B/GST-TACC3 binding, luminescence; TACC3 fragment carries E629A point mutation. inhibition, % at 9.99 µM. 0.66% of 390,000 active. AID 623870;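 active = mean inhibition of replicates at least 50% and at least half of replicates each reaching 50%; inconclusive = half or more replicates reach 50% but mean below 50%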;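 note: 0% = complete ARNT plus TACC3 wells and 100% = ARNT alone without TACC3; many hits fall short of the cut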
RAD54 branch = blocks human RAD54 Holliday junction branch migration; Q92698; FAM/BHQ fluorescence; inhibition, % at 10.4 µM; AID 602329; 0.14% of 360,000 active;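 active = mean normalized replicate activity at least 40 and at least half of replicates scoring 40 or more; inconclusive = only one of the two criteria met; inactive = mean below 40 and under half of replicates reaching 40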;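 note: 0% = median of neutral control wells and 100% = median of positive control wells; inhibitors cause a drop in the FAM fluorescence signal; in these data hits start at about 50%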
Target sequence (Q92698 whole entry, looked up): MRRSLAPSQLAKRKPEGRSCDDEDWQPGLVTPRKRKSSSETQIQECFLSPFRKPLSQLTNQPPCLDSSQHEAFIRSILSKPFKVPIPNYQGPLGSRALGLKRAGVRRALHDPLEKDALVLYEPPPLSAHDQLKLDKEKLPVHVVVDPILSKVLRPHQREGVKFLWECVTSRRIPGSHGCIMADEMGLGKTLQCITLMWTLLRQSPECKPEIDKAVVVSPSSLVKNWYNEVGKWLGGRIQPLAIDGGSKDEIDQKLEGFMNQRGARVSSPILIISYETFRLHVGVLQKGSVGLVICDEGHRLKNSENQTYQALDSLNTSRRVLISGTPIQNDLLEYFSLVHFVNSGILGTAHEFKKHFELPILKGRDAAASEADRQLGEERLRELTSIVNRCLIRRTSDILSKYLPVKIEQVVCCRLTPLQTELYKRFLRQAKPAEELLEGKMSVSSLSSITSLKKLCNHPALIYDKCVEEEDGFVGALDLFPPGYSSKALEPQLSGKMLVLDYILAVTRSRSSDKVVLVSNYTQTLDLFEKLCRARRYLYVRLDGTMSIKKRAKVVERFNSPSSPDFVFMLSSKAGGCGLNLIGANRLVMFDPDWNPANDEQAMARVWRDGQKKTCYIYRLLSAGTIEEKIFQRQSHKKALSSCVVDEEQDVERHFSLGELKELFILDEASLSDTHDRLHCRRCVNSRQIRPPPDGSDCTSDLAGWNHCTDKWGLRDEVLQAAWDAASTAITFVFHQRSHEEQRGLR
Numbers without * were called inactive; ? = inconclusive. These rows are one share of the data, so the mix of outcomes need not match the whole.

SMILES	esBAF inh	ARNT-TACC3 inh	RAD54 branch
Cc1cc(C)cc(N2C(=O)CC(n3ccnc3)C2=O)c1 (stereo unspecified)	-2	0	0
Cc1c(C(=O)OCC(=O)N2CC(C)OC(C)C2)oc2ccc(Br)cc12 (stereo unspecified)	10	2	-3
N#CC1=C(N)N(c2ccccc2)C2=C(C(=O)CCC2)C1c1ccsc1 (stereo unspecified)	0	10	0
COC(=O)c1nonc1NCn1nnc2ccccc21	-3	-6	5
CC(=O)C1=C(C)OC(N)=C(C#N)C1c1ccncc1 (stereo unspecified)	-10	12	-9
Cc1ccc(-c2nn(C)c(=O)c3ccccc23)cc1CO	0	7	-13
CCn1c(SCC(=O)Nc2nc3c(s2)CCCC3)nnc1-c1ccccc1	-4	-1	5
CC(=O)c1c(C)nc2ccccc2c1N	0	-3	8
CCC1CCCCN1C(=O)CSc1nc2c([nH]c3ccccc32)c(=O)n1C (stereo unspecified)	7	-15	10
O=C(Cn1cccc1C(=O)c1ccccc1)NCCN1CCOCC1	0	-5	-4
Cc1cccc(OCC(=O)N(Cc2cccs2)C2CCS(=O)(=O)C2)c1C (stereo unspecified)	3	-7	-1
COc1cc(C(=O)N2CCN(S(=O)(=O)c3ccc(F)cc3)CC2)cc(OC)c1OC	-5	-4	-2
CSc1cccc(NS(=O)(=O)c2ccccc2)c1	2	1	-6
O=C(CCCN1C(=O)c2ccccc2C1=O)N1CCc2ccccc2C1	6	5	-2
N#CC1C(C#N)N2CCCN2C1c1ccc(Cl)cc1 (stereo unspecified)	-5	-6	-17
CCCCN1C(=O)c2ccc(C(=O)Nc3c(N)n(CCCC)c(=O)n(C)c3=O)cc2C1=O	5	-4	1
O=C(CCc1nc(-c2ccccc2F)no1)NC1CCCCCC1	8	-18	-1
CCOC(=O)C1=C(C)NC(C)=C(C(=O)OCC)C1C(=O)OCC(=O)c1ccc2c(c1)OCCO2	-1	-4	-12
Cn1c(=O)cc(OCC(=O)N2CCN(c3cccc(C(F)(F)F)c3)CC2)c2ccccc21	-10	-5	-12
Cc1nc(NC(=O)c2cccnc2)ccc1Br	38	-24	-5
O=C(CCCn1c(SCC(=O)c2ccc(O)c(O)c2)nc2ccccc2c1=O)NCC1CCCO1 (stereo unspecified)	-13	-3	1
Cc1ccc(C(=O)CN(C(=O)c2ccc(Cl)cc2)N2C(=O)c3ccccc3C2=O)cc1	-4	0	0
CCS(=O)(=O)NCCc1cc2c(OC)ccc(OC)c2[nH]c1=O	3	0	-4
CC(=O)c1ccc(-n2nncc2C)cc1	-11	-3	-9

Rewritten as comma-separated lines: part of the list above
smiles,esBAF inh,ARNT-TACC3 inh,RAD54 branch
CC(=O)C1=C(C)OC(N)=C(C#N)C1c1ccncc1 (stereo unspecified),-10,12,-9
N#CC1C(C#N)N2CCCN2C1c1ccc(Cl)cc1 (stereo unspecified),-5,-6,-17
O=C(CCc1nc(-c2ccccc2F)no1)NC1CCCCCC1,8,-18,-1
Cc1ccc(-c2nn(C)c(=O)c3ccccc23)cc1CO,0,7,-13

(list continues)
SMILES	esBAF inh	ARNT-TACC3 inh	RAD54 branch
CCOc1ccc(N2CC(C(=O)OCC(=O)NCc3ccccc3)CC2=O)cc1 (stereo unspecified)	-2	-19	0
COc1ccc(C(=O)NCCC2=CCCCC2)cc1OC	50*	-3	7
N#CCC(=O)N/N=C/c1ccc(Sc2nc3ccccc3s2)o1	3	-3	4
CC(NS(=O)(=O)c1ccc(OCC(=O)N2CCOCC2)cc1)c1ccccc1 (stereo unspecified)	-9	-3	2
COC(=O)c1ccc(CSc2nc3ccc(Cl)cc3[nH]2)o1	8	-8	-1
COc1cc(C(=O)OC(C)CN2CCCC2)cc(OC)c1OC (stereo unspecified)	-1	-3	2
O=c1cc(N2CCCCC2)c(-c2ccccc2)nn1Cc1c(Cl)cccc1Cl	-33	0	0
N=C1C(c2nc3ccccc3s2)=C(O)CN1Cc1ccccc1	48*	-5	14
Cc1csc(N(C)C(=O)CSc2nnc(COc3cccc4ccccc34)o2)n1	-1	-1	2
O/C(=C\c1nc2ccccc2nc1/C=C(\O)c1ccccc1)c1ccccc1	7	-6	7
CCC(C(=O)NC(C)CCc1ccccc1)n1nc(C)n2c(cc3occc32)c1=O (stereo unspecified)	9	-2	-14
Cc1cccc(N2CCN(C(=O)c3ccc4nc(-c5ccco5)c(-c5ccco5)nc4c3)CC2C)c1 (stereo unspecified)	2	11	-11

Ordered by the number under esBAF inh (falling): 6 of the compounds above.
structure,esBAF inh,ARNT-TACC3 inh
N=C1C(c2nc3ccccc3s2)=C(O)CN1Cc1ccccc1,48*,-5
CCC(C(=O)NC(C)CCc1ccccc1)n1nc(C)n2c(cc3occc32)c1=O (stereo unspecified),9,-2
Cc1cccc(N2CCN(C(=O)c3ccc4nc(-c5ccco5)c(-c5ccco5)nc4c3)CC2C)c1 (stereo unspecified),2,11
Cc1csc(N(C)C(=O)CSc2nnc(COc3cccc4ccccc34)o2)n1,-1,-1
CCOc1ccc(N2CC(C(=O)OCC(=O)NCc3ccccc3)CC2=O)cc1 (stereo unspecified),-2,-19
O=c1cc(N2CCCCC2)c(-c2ccccc2)nn1Cc1c(Cl)cccc1Cl,-33,0

More compounds follow.
SMILES	esBAF inh	ARNT-TACC3 inh	RAD54 branch
C=CCn1c2ccccc2c2nnc(SCC(=O)Nc3cc(C)on3)nc21	-6	-8	-15
CCCN1C(C)C(C(=O)OCC)=CN(Cc2cccc(I)c2)S1(=O)=O (stereo unspecified)	-3	6	-4
O=C(OCC(=O)N1CCN(C(=O)c2ccco2)CC1)c1ccccc1OCc1ccccc1	5	0	-12
COC(=O)[C@H](CCSC)NC(=O)Nc1ccc(OC)c(Cl)c1	-3	4	4
COc1ccc(-c2c(C)c3ccc(OCC(C)=O)cc3oc2=O)cc1	68*	-3	-20
O=C(OCn1nnc2ccccc2c1=O)c1ccc(S(=O)(=O)N2CCOCC2)cc1	1	-5	5
CCC(c1nnnn1CCC(C)C)N1CCC(C(N)=O)CC1 (stereo unspecified)	1	-20	-15
CCCc1cc(NCCCCO)n2c(nc3ccccc32)c1C#N	-2	-6	1
COc1ccc([N+](=O)[O-])cc1NC1C2CC3CC(C2)CC1C3 (stereo unspecified)	-3	-32	-13
COc1ccc([C@H]2[C@H](C(=O)C(C)(C)C)N3N=Cc4ccccc4C3[C@]23N=C(c2ccccc2)OC3=O)cc1 (stereo partly specified)	23	-2	-10
CC(C)NC(=O)CCCc1ccccc1	12	30	2
O=C1c2ccccc2C(=O)N1CC1=CCS(=O)(=O)C1	2	-3	2
CCNC(=O)c1c(O)c2cccc3c2n(c1=O)CC3	?	-7	-6
COc1cccc(S(=O)(=O)Nc2ccc3sc(C)nc3c2)c1	-7	-1	-3
CCCCc1cc(O)c(CCCC)c(O)c1	-10	0	-1
CCOc1ccc(C(C(=O)NC2CCCCC2)N(C(=O)c2ccco2)c2ccc(-n3cnnn3)c(C)c2)cc1 (stereo unspecified)	9	5	9
O=CN1CCC(=O)N(Cc2ccccc2)c2ccccc21	1	-2	-5
CC(C)c1ccc(NC(=O)COc2nnc(-c3cccs3)c(-c3cccs3)n2)cc1	-12	-4	-7
CCOc1ccccc1NC(=O)CCC(=O)Nc1ccccc1OCC	-10	-6	1
CC(C)OC(=O)c1cc(NC(=S)Nc2ccc([N+](=O)[O-])cc2)cc(C(=O)OC(C)C)c1	1	-13	-9
CCc1nc2c(C#N)c(-c3ccc(Cl)cc3)ccn2n1	0	-2	-16
CC(C)C(c1nnnn1Cc1ccc(F)cc1)N1CCSCC1 (stereo unspecified)	0	4	3
O=C(c1sc2ccccc2c1Cl)N1CCN(c2ccc(F)cc2)CC1	-8	4	-2
COc1ccc(C(=O)NC(C)c2nnc(SCC(=O)Nc3nc4ccccc4s3)n2C)cc1 (stereo unspecified)	-1	-3	4
Cc1cccc(NC(=O)CCN2CCN(C/C=C/c3ccccc3)CC2)c1	1	5	2
CCOC(=O)CSc1nnc(-c2ccc(Cl)cc2Cl)o1	-8	-13	-11
Cc1ccccc1C(=O)N/C(=C/c1ccc(-c2cccnc2Cl)o1)C(=O)NCCCN1CCN(C)CC1	-4	6	22
CCC(=O)Nc1nc(C)nc(C)c1C(C)=O	-2	-3	-13
Cc1ccc(-c2nnc(-c3ccncc3)n2-c2ccc(C)cc2)cc1	16	0	-2
O=C(c1ccc2c(=O)n(CC3CCCO3)c(=S)[nH]c2c1)N1CCN(c2ccccc2)CC1 (stereo unspecified)	-9	-6	4
O=C1/C(=C\c2cccnc2)CCc2ccccc21	5	-4	0
Cc1cc2n(n1)C(c1sccc1C)Nc1c(C)cccc1-2 (stereo unspecified)	-5	-2	0
Cc1ccc(C(=O)N/C(=C\c2sccc2C)C(=O)NCc2ccco2)cc1	1	9	1
CN1CCN(c2cc(N3CCN(C(=O)c4ccco4)CC3)c3c4c(onc24)-c2ccccc2C3=O)CC1	-39	40	54*
CC1CCN(Cc2c(C#N)c3ccccc3n2C)CC1	-1	2	-2
O=C(O)c1n[nH]c2c1CCCCC2	6	0	-3
CCOC(=O)N1CCC(N2C(=O)c3ccc(C(=O)O)cc3C2=O)CC1	1	3	-6
CCOc1ccc(N/C(C)=C/C(=O)c2ccc(C)o2)cc1	28	-7	-4
Cc1c(NC(=O)CSc2nnnn2C)c(=O)n(-c2ccccc2)n1C	-2	-6	3
CC(C)N1C(=O)S/C(=C/c2ccc3c(c2)n(C)c(=O)n3C)C1=O	1	0	-7
C/C(=N\Nc1cccc(C(=O)O)c1)c1ccc2c(c1)Nc1ccccc1S2	4	15	-4
CCn1c(SCC(=O)c2ccc3ccccc3c2)nnc1-c1ccco1	-5	20	-9
COc1cccc(CNC(=O)c2cc3oc4ccccc4c3n2C)c1OC	3	-12	1
CCOC(=O)c1c(NC(=O)c2cccs2)sc2c1CC(C)(C)OC2	-4	-8	-1
O=C(OCn1nnc2ccccc2c1=O)c1cn(-c2ccccc2)nc1-c1cccnc1	-2	-1	6
CCOC(=O)C1CCCN(C(=O)Cc2ccc(OC)c(OC)c2)C1 (stereo unspecified)	1	-4	2
Cc1ccc2c(c1)N(CC(=O)NCc1cccs1)C(=O)C(C)O2 (stereo unspecified)	4	-3	-4
Cc1ccc(NC(C(N)=O)c2c(C)[nH]c(=O)[nH]c2=O)cc1 (stereo unspecified)	-6	-3	-16
CC(C)Sc1nc(O)c(Cc2ccccc2)c(=O)[nH]1	-5	-13	6
N#CC1=C(N)OC2=C(CC/C2=C\c2ccccc2)C1c1ccccc1 (stereo unspecified)	24	-6	-13
CCCCCCOC(=O)C(C#N)c1nc2ccccc2nc1N1CCOCC1 (stereo unspecified)	0	2	9
COc1ccc(O)c(C(=O)c2cnc3onc(C(C)C)c3c2)c1	19	5	-6
COc1ccc(C(=O)NC(=S)NCc2ccccc2)cc1	7	-2	-3
CC(C)C(NC(=O)c1ccc(C(C)(C)C)cc1)C(=O)O (stereo unspecified)	16	-18	-8
COCCNC(=O)C(c1ccc(F)cc1)N(CCOC)C(=O)CCC(=O)Nc1nccs1 (stereo unspecified)	-1	-2	5
CCc1ccc(N(C(=O)c2snc(C(N)=O)c2N)C(C(=O)NCCC(C)C)c2c[nH]c3ccccc23)cc1 (stereo unspecified)	7	1	5
COc1ccc(CCNC(=O)c2cc(-c3ccccc3OC)on2)cc1OC	2	1	3
COc1ccc(OC)c(NC(=O)Cn2c(=O)oc3ccccc32)c1	-10	-4	0
COc1ccc(-c2ccc(C#N)c(SCC(=O)Nc3sc4c(c3C#N)CCC4)n2)cc1OC	-6	-3	1
COc1c(Br)cc(Br)cc1C(=O)O	1	-7	-11

(listing goes on)
SMILES	esBAF inh	ARNT-TACC3 inh	RAD54 branch
COC(=O)c1ccc(C(=O)OC)c(NC(=O)CCc2ccc(C)o2)c1	-9	-4	5
CN(c1ccc(C(=O)NCc2ccccn2)cc1)S(C)(=O)=O	3	-4	1
CCN(CC)c1nc(N)c2c(N)nc3c(c2c1C#N)CC(c1ccccc1)O3 (stereo unspecified)	-9	-12	-27
O=C(CSc1nnc(-c2ccco2)n1-c1ccccc1)NCCc1ccccc1	4	-5	-10
Nc1c(C(=O)NCc2ccccc2)sc2nc(N3CCOCC3)c3c(c12)CCCC3	1	-11	6
COc1ccc(C(=O)/C=C/Nc2c(C)n(C)n(-c3ccccc3)c2=O)cc1OC	11	11	1
O=C(c1ccco1)N1CCn2c1nc1ccccc12	46*	7	0
CCc1nnc(NC(=O)Cc2ccc(OC)cc2)s1	-3	-3	1
CC(=O)Cc1nsc(NC(=O)c2csc3c2CCCC3)n1	36	-11	4
CCCCC(C(=O)NC(C)(C)C)N(Cc1ccco1)C(=O)c1snc(C(N)=O)c1N (stereo unspecified)	-3	-1	2
Cn1c(=O)c2sccc2n2c(CCCC(=O)NCc3ccc4c(c3)OCO4)nnc12	1	0	9
COc1ccc(Br)cc1CNC(=O)C1CCCN(c2nc3ccccc3o2)C1 (stereo unspecified)	-8	0	-11
CCCOc1cc(CC(=O)NCc2ccco2)ccc1OC	-5	4	-7
COC(=O)c1ccc(COC(=O)c2[nH]c(C)c(C(C)=O)c2C)o1	-6	-9	0
CCOc1ccc2oc(C(=O)OCC(=O)NC(=O)NC3CCCC3)c(C)c2c1	14	-5	-1
COc1cccc(OCCCCN2CCCCC2)c1	-8	-7	5
O=C(Nc1cccc(F)c1)c1cc(S(=O)(=O)N2CCC(C(=O)O)CC2)ccc1F	1	9	3
CCOC(=O)C(=O)Nc1nc(-c2ccccc2)c(CC)s1	-9	-5	-1
Nc1nnc(SCC(=O)Nc2cc(C(F)(F)F)ccc2N2CCOCC2)s1	-10	-4	2
CNS(=O)(=O)c1cccc(C(=O)OCC(=O)C23CC4CC(CC(C4)C2)C3)c1	0	19	-2
